Screening results (PubChem BioAssay)
LYP phosphatase: PTPN22 lymphoid phosphatase activity blockers – biochemical, fluorescence intensity, uHTS (AID 1779). recombinant LYP phosphatase, fluorescence intensity; higher % means a stronger effect. inhibition, % at 11.5 µM, or IC50 in µM where a hit was titrated. actives 0.054% (n = 290,000); in the data active = inhibition above about 50%;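 also: plate controls were vehicle with enzyme for no effect and no enzyme for full effect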
An asterisk follows results filed as active. Not all compounds are listed; the hit share may differ from the screen's.

CC(=O)c1ccc(N2CCN(C(=O)c3cccs3)CC2)c(F)c1 was read as LYP phosphatase -4.6%.
Screening CC(C)C[C@H](NC(=O)N1c2ccccc2NC(=O)[C@@H]1C(C)C)C(=O)N1CCC[C@@H]1C(=O)O returned LYP phosphatase -9.8%.
For O=C(OCCN=C1NS(=O)(=O)c2ccccc21)c1cccc([N+](=O)[O-])c1 the results were LYP phosphatase -13.1%.
Screening CC(=O)N1CC(C)Sc2ccc(S(=O)(=O)NCCc3ccccc3)cc21 (configuration not stated) returned LYP phosphatase -3.7%.
For CC(C)(C)C1CCCCC1NC(=O)c1ccncc1 (configuration not stated) the results were LYP phosphatase -10.1%.
For O=C(CN1C(=O)S/C(=C\c2cccc(Cl)c2)C1=O)NC1C=CS(=O)(=O)C1 (configuration not stated) the results were LYP phosphatase -2.4%.
`CCN(C(=O)Cn1nc(C)n2c(cc3cc(C)ccc32)c1=O)c1ccccc1` gave LYP phosphatase -5.5%.
`O=C1CC(Cc2ccc(Br)cc2)C(=O)N1c1ccccc1` (configuration not stated) gave LYP phosphatase -4.8%.
COc1ccc(C(=O)N(Cc2ccccc2)c2cccc(C)c2)cc1 was read as LYP phosphatase -11.1%.
Screening O=C(Nc1nccs1)c1ccc(-c2ccccc2[N+](=O)[O-])o1 returned LYP phosphatase -11.0%.
Fc1ccc(CNc2nc(-c3cccnc3)nc3ccccc23)cc1 was read as LYP phosphatase -8.3%.
COc1ccc(C(=O)NCc2nnc(SCC(=O)N3CCCC3)o2)cc1OC was read as LYP phosphatase -2.4%.
For Cc1cnc(NS(=O)(=O)c2ccccc2)c(C)n1 the results were LYP phosphatase -9.2%.
For COc1cccc(C(=O)N2CCC(n3nccc3NC(=O)CCOc3ccccc3)CC2)c1 the results were LYP phosphatase -10.5%.
Screening O=C(c1ccc(S(=O)(=O)Nc2ccccc2)cc1)N1CCCCCCC1 returned LYP phosphatase -6.5%.
For Cc1ccccc1OCC(=O)Nc1nnc(COc2ccccc2)s1 the results were LYP phosphatase -7.2%.
CC(C)(C)OC(=O)N1Cc2ccccc2C[C@H]1C(=O)NCC(=O)NC1CCCC1 was read as LYP phosphatase -8.1%.
O=C(O)CCCC(=O)Nc1ccc(S(=O)(=O)Nc2nccs2)cc1 was read as LYP phosphatase -5.1%.
For COc1ccc(CN2C(=O)c3ccccc3C2=O)cc1 the results were LYP phosphatase -10.2%.
Screening COc1ccc(Cl)cc1NC(=O)CSc1nc(NS(=O)(=O)c2ccc(C)cc2)cc(=O)[nH]1 returned LYP phosphatase -10.4%.
CC(C)CNC(=O)COC(=O)c1ccc2c(c1)C(=O)N(Cc1ccco1)C2=O was read as LYP phosphatase -11.0%.
`COc1ccc(/C=C(\NC(=O)c2ccc(C)cc2)C(=O)Nc2ccc(C(=O)O)cc2)cc1` gave LYP phosphatase -4.4%.
`COc1ccc(-c2noc(CCC(=O)NCCc3ccccc3)n2)cc1` gave LYP phosphatase -4.3%.
`CCn1c(SCc2ccccc2)nc2cc(OC)c(OC)cc2c1=O` gave LYP phosphatase -0.3%.
For c1ccc(-c2nc(NCc3cccs3)c3ccccc3n2)cc1 the results were LYP phosphatase -3.2%.
Screening Cc1[nH]c(C)c(S(=O)(=O)N2CCC(C)CC2)c1C(=O)N1CCCC1 returned LYP phosphatase -10.2%.
For C=CCn1c(SCC(C)=O)nc2sc3c(c2c1=O)CCC3 the results were LYP phosphatase -4.4%.
For COc1ccc(NC(=O)c2ccc3c(c2)C(=O)N(CC2CCCO2)C3=O)c(OC)c1 (configuration not stated) the results were LYP phosphatase -6.7%.
Screening COc1ccc(S(=O)(=O)N(C)CC(=O)NCc2ccccc2)cc1OC returned LYP phosphatase -9.5%.
CCc1cc(C(=O)N2CCCC(C(=O)c3ccc(OC)c(F)c3)C2)n(C)n1 (configuration not stated) was read as LYP phosphatase -7.8%.
COc1ccc(CNc2cc(C)ccn2)cc1 was read as LYP phosphatase -8.3%.
O=C(C1CC(=O)N(c2ccc(F)cc2)C1)N1CCOCC1 (configuration not stated) was read as LYP phosphatase -5.1%.
Screening CCOc1ccc(NC(=O)C2CCCN(S(C)(=O)=O)C2)cc1 (configuration not stated) returned LYP phosphatase -6.3%.
Screening CC(C)OC(=O)c1ccc2nc3ccccc3nc2c1 returned LYP phosphatase -8.8%.
`CCNC(=S)N1CCC(C(=O)c2ccc(Cl)cc2)CC1` gave LYP phosphatase 1.3%.
Screening Cc1onc(-c2c(F)cccc2Cl)c1C(=O)NCc1ccc(F)cc1 returned LYP phosphatase -6.4%.
Screening Cc1ccccc1-c1nc(-c2ccc(Br)o2)no1 returned LYP phosphatase -10.3%.
Cc1cc(C(=O)Nc2sccc2C#N)c2ccccc2n1 was read as LYP phosphatase -4.2%.
`O=C1c2ccccc2NC(c2cccc([N+](=O)[O-])c2)N1CCc1ccccc1` (configuration not stated) gave LYP phosphatase 2.8%.
O=C(CSc1nnc(-c2ccccn2)o1)Nc1ccccc1F was read as LYP phosphatase -3.9%.
C/C(=N\NC(=O)c1ccc(C(=O)N/N=C(\C)c2ccco2)o1)c1ccco1 was read as LYP phosphatase -0.2%.
Screening CCC(Oc1ccccc1OC)C(=O)Nc1ccc2c(c1)OCCO2 (configuration not stated) returned LYP phosphatase -5.1%.
For Cc1ccc(C)c(N2CCN(C(=O)c3ccc4c(=O)n5c(nc4c3)CCCCC5)CC2)c1 the results were LYP phosphatase -8.4%.
`COc1ccc(N2CCN(CCNC(=O)Nc3cccc(C)c3C)CC2)cc1` gave LYP phosphatase -13.9%.
`COc1cc(NC(=O)CCC(=O)Nc2ccc3nc(N4CCOCC4)cc(C)c3c2)cc(OC)c1OC` gave LYP phosphatase -11.8%.
`Cc1cc(=O)oc2cc(OCC(=O)NCCc3ccccc3)ccc12` gave LYP phosphatase -7.0%.
`COC(=O)CC1C(=O)NCCN1C(=O)c1cc([N+](=O)[O-])ccc1Cl` (configuration not stated) gave LYP phosphatase -11.6%.
For COc1ccc(NC(=O)CCC(=O)Nc2nnc(C3CCCCC3)s2)c(OC)c1 the results were LYP phosphatase -11.3%.
Screening COc1cccc(CN2CC(C(=O)NCCCn3cccn3)CCC2=O)c1 (configuration not stated) returned LYP phosphatase -2.7%.
C/C(CC(=O)Nc1ccc([N+](=O)[O-])cc1)=N\NC(=O)c1ccccc1O was read as LYP phosphatase -4.8%.
Screening CC1Cc2cc(/C(O)=C3/C(=O)C(=O)N(CCCn4ccnc4)C3c3cccc([N+](=O)[O-])c3)ccc2O1 (configuration not stated) returned LYP phosphatase 2.3%.
O=C(CNC(=O)N1CC(=O)Nc2ccccc21)Nc1ccc(F)c(Cl)c1 was read as LYP phosphatase -8.6%.
For CC(=O)NC12CC3CC(C1)CC(C(=O)N(C)Cc1cccc(Cl)c1Cl)(C3)C2 the results were LYP phosphatase -8.6%.
`CC(C)C(C(=O)NCC1CCCO1)N(Cc1ccccc1)C(=O)CNS(=O)(=O)c1ccccc1` (configuration not stated) gave LYP phosphatase -1.8%.
`O=C(CCNC(=O)c1ccc(Br)cc1)NCC1COc2ccccc2O1` (configuration not stated) gave LYP phosphatase -13.4%.
COc1ccccc1Oc1ccc(N2CC(C(=O)OCC(=O)c3ccccc3)CC2=O)cc1 (configuration not stated) was read as LYP phosphatase -7.1%.
COc1ccc(S(=O)(=O)N2CCN(c3ccccc3OC)CC2)cc1 was read as LYP phosphatase -10.0%.
`CCn1c(SCC(=O)Nc2nc(C)cs2)nnc1-c1ccncc1` gave LYP phosphatase -4.4%.
For CC(NC(=O)C1CCN(c2nnc(N3CCCC3=O)s2)CC1)c1ccccc1 (configuration not stated) the results were LYP phosphatase -4.6%.
Screening O=C(NCc1cccnc1)Nc1cccc(Cl)c1Cl returned LYP phosphatase -10.5%.

Random excerpt: 3 records from the list, in no set order.
Screening CCC(Oc1ccccc1OC)C(=O)Nc1ccc2c(c1)OCCO2 (configuration not stated) returned LYP phosphatase -5.1%.
`CCn1c(SCC(=O)Nc2nc(C)cs2)nnc1-c1ccncc1` gave LYP phosphatase -4.4%.
`Cc1cc(=O)oc2cc(OCC(=O)NCCc3ccccc3)ccc12` gave LYP phosphatase -7.0%.

More results
O=C(NCCCN1CCOCC1)/C(=C/c1ccco1)NC(=O)c1ccccc1 was read as LYP phosphatase -1.5%.
CCOc1ccc(C(=O)Nc2ccc(S(=O)(=O)NCC3CCCO3)cc2)cc1OCC (configuration not stated) was read as LYP phosphatase -3.2%.
For O=C(Nc1ccc(F)cc1)C1CCN(c2ncnc3c2nc2n3CCCCC2)CC1 the results were LYP phosphatase -5.5%.
Screening COc1cccc(CN(C(=O)/C=C/c2ccco2)C2CCS(=O)(=O)C2)c1 (configuration not stated) returned LYP phosphatase -0.1%.
N#CCc1ccc(Oc2ncccn2)cc1 was read as LYP phosphatase -4.9%.
For Cc1cc(C)c(C)c(S(=O)(=O)N2CCN(c3ncnc4sc(C)c(C)c34)CC2)c1C the results were LYP phosphatase 0.4%.
Cn1cccc1/C=N/NC(=O)c1cc2ccccc2cc1O was read as LYP phosphatase 6.0%.
For O=C(CNC(=O)c1cccc(Cl)c1)Nc1ccc(F)c(F)c1F the results were LYP phosphatase -4.5%.
For CCC(C(=O)OC)n1cnc2c(nnn2-c2ccccc2)c1=O (configuration not stated) the results were LYP phosphatase -6.6%.
For CCc1ccc(-c2n[nH]c(=O)c3ccccc23)cc1 the results were LYP phosphatase -7.3%.
For O=C(Nc1nnc(-c2ccc(F)cc2)s1)c1ccco1 the results were LYP phosphatase -7.9%.
`CCOC(=O)c1c(C)[nH]c(C)c1S(=O)(=O)NCC1CCN(Cc2ccccc2F)CC1` gave LYP phosphatase -5.9%.
For NC(=NCc1ccco1)NC(=O)c1ccccc1 the results were LYP phosphatase -7.6%.
For O=C(O)c1ccccc1Nc1cc(Cl)c2nonc2c1[N+](=O)[O-] the results were LYP phosphatase -4.0%.
CC(=O)N1c2ccc(S(=O)(=O)N3CCCCC3)cc2CC1C(=O)NCc1cccc(Cl)c1 (configuration not stated) was read as LYP phosphatase -9.0%.
For Cc1ccc(NC(=O)NCc2ccccn2)c(C)c1 the results were LYP phosphatase -4.0%.
Screening COc1ccc2c(C(=O)c3ccc(C)cc3)n(CCC(N)=O)[n+]([O-])c2c1 returned LYP phosphatase -5.1%.
`COc1ccc(-c2noc(N3CCC(C(=O)NCCCN4CCCCC4)CC3)n2)cc1` gave LYP phosphatase -7.0%.
`CN(C)c1cc[n+](CC(=O)Nc2ccccc2C(F)(F)F)cc1` gave LYP phosphatase -3.6%.
`CCC(=O)Nc1ccc(NC(=O)CSc2nnnn2-c2ccc(OC)cc2)cc1` gave LYP phosphatase -2.0%.
COc1ccc(NC(=O)CNC(=O)Cn2ccc3ccccc3c2=O)c(OC)c1 was read as LYP phosphatase -4.6%.
Screening COc1ccc2nc(C)cc(NCCN3CCOCC3)c2c1 returned LYP phosphatase -1.0%.
For CCc1ccc(OCC(=O)Nc2ccc3c(c2)OCCO3)cc1 the results were LYP phosphatase -9.6%.
`COc1ccccc1N(CC(=O)NC(C)(C)C)C(=O)CCC(=O)Nc1nccs1` gave LYP phosphatase -6.3%.
For COc1ccc(/C(C)=N/NC(=O)CNC(=O)COc2ccccc2)c(OC)c1 the results were LYP phosphatase -9.5%.
O=C(O)C1C2C=CC(C2)C1C(=O)NCc1cccc(Cl)c1 (configuration not stated) was read as LYP phosphatase -10.6%.
For CCOc1cc(/C=C(/NC(C)=O)C(=O)O)cc(Cl)c1OCc1cccc(Br)c1 the results were LYP phosphatase 0.1%.
Screening O=C(Nc1ccnn1C1CCN(C2CCC2)CC1)c1ccccc1 returned LYP phosphatase -2.8%.
Screening Cc1cc2c(cc1S(=O)(=O)N1CCN(c3cccc(C)c3C)CC1)OCCN2C returned LYP phosphatase -5.8%.
`COc1ccc(CN2CCC(Oc3ccc(C(=O)N4CCCC4)cc3)CC2)c(F)c1` gave LYP phosphatase -7.3%.
Screening CNc1c(NS(=O)(=O)c2ccc(F)cc2)c(=O)oc2ccccc12 returned LYP phosphatase -3.6%.
`Cc1cc(S(=O)(=O)NCCCn2ccnc2)c(C)cc1Cl` gave LYP phosphatase -7.0%.
CCCCN(C)CCNC(=O)C1CCN(S(=O)(=O)c2cccc3nsnc23)CC1 was read as LYP phosphatase -7.1%.
Screening O=C(COc1ccccc1)Nc1ccccc1F returned LYP phosphatase -6.2%.
O=C(Cn1ncc2c3ccccc3n(Cc3ccccc3)c2c1=O)NCCCN1CCCC1=O was read as LYP phosphatase -8.9%.
Screening O=C(c1ccco1)N1CCN(C(=O)c2ccc(CS(=O)c3ccc(F)cc3)o2)CC1 (configuration not stated) returned LYP phosphatase -9.0%.
CC(=O)N[C@@H](Cc1ccc(O)cc1)CN1C(N)=NC[C@@H]1CC(C)C was read as LYP phosphatase -4.8%.
`Cc1occc1C(=O)N/N=C/c1ccc[nH]1` gave LYP phosphatase -5.4%.
For COc1ccc(-c2nc(CS(=O)(=O)CC(=O)NC3CCCCC3C)c(C)o2)cc1 (configuration not stated) the results were LYP phosphatase -9.6%.
`COC(c1ccc(Cl)cc1)(c1ccc(Cl)cc1)C(Oc1nc(C)cc(C)n1)C(=O)O` (configuration not stated) gave LYP phosphatase -8.8%.
`Cc1ccc(C(C(=O)NC2CCCCC2)N(CCCN2CCOCC2)C(=O)c2snc(C(N)=O)c2N)cc1` (configuration not stated) gave LYP phosphatase -7.6%.
O=C(N/N=C/c1ccc(Cl)s1)C(O)c1ccccc1 (configuration not stated) was read as LYP phosphatase -5.4%.

Compounds from the list above with a COOH group (7):
Screening CC(C)C[C@H](NC(=O)N1c2ccccc2NC(=O)[C@@H]1C(C)C)C(=O)N1CCC[C@@H]1C(=O)O returned LYP phosphatase -9.8%.
O=C(O)CCCC(=O)Nc1ccc(S(=O)(=O)Nc2nccs2)cc1 was read as LYP phosphatase -5.1%.
`COc1ccc(/C=C(\NC(=O)c2ccc(C)cc2)C(=O)Nc2ccc(C(=O)O)cc2)cc1` gave LYP phosphatase -4.4%.
For O=C(O)c1ccccc1Nc1cc(Cl)c2nonc2c1[N+](=O)[O-] the results were LYP phosphatase -4.0%.
O=C(O)C1C2C=CC(C2)C1C(=O)NCc1cccc(Cl)c1 (configuration not stated) was read as LYP phosphatase -10.6%.
For CCOc1cc(/C=C(/NC(C)=O)C(=O)O)cc(Cl)c1OCc1cccc(Br)c1 the results were LYP phosphatase 0.1%.
`COC(c1ccc(Cl)cc1)(c1ccc(Cl)cc1)C(Oc1nc(C)cc(C)n1)C(=O)O` (configuration not stated) gave LYP phosphatase -8.8%.
